Compound activity deposited in PubChem by several laboratories.
SRC2 TRFRET art = counter-screen for PPARgamma SRC-2 recruitment agonists: TR-FRET artefact | TR-FRET ratio at 8 µM | AID 1049 | active compounds read high | 200,000 tested, 0.4% active; in the data active means TR-FRET ratio above about 2000; further: inactives centre near 1500
ROMK primary = modulators of human ROMK potassium channel. P48048. Tet-inducible ROMK, thallium flux fluorescence; actives lie on both sides. B-score at 10 µM. 130,000 tested, 2% active;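 active means signal ratio slope over the read window, or its plate-corrected B-score, at least 3 SD from the plate mean, either direction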;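 further: B-score of the F/F0 ratio slope over 7 to 12 s after thallium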
PMI act satM6P = PMI (human) activation, high substrate. P34949. coupled PMI enzyme assay, resazurin fluorescence, 20 min; active compounds read high; 1 = untreated enzyme, 0 = substrate-free blank. activation factor at 20 µM. 190,000 tested, 0.34% active. AID 1216;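 active means activation factor of 2 or more at 20 µM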
Target sequence (P34949 whole entry, looked up): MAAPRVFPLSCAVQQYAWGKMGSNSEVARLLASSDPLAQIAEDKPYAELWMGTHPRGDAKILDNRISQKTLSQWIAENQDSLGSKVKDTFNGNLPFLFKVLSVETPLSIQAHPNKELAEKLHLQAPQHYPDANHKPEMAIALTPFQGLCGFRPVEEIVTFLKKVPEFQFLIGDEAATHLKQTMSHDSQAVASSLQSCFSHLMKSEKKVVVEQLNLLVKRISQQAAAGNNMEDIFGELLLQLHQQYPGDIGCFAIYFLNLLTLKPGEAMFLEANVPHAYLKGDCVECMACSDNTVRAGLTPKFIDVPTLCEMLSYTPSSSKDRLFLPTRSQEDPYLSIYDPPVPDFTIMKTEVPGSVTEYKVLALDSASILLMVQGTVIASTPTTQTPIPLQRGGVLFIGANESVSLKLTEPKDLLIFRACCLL
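Test system: Human PMI in coupled enzyme assay | Input: 15 ng/mL PMI | Medium: HEPES-buffered pH 7.4 with magnesium and detergent | Compound: One concentration, 20 µM, in 1% DMSO | Incubation: Enzyme reaction with compound 20 min at room temperature | Detection: Diaphorase-driven resazurin-to-resorufin fluorescence, excitation 544, emission 590 nm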
Diaph inh CS = counter-screen for diaphorase-based assays: diaphorase inhibitors and chemical oxidizers; diaphorase resazurin-to-resorufin fluorescence, NADH, 16 min; bacterial (C. kluyveri) enzyme, not human; inhibition, % at 20 µM; AID 1217; 190,000 tested, 0.69% active;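 active means primary screen inhibition at 20 µM above a set limit, cut at about 50% in these data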;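 further: plate controls were DMSO with full reaction for no effect and wells lacking NADH for full effect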
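controls = No-NADH positive control and DMSO neutral control | system = Clostridium kluyveri diaphorase enzyme | timing = reaction incubation of 16 min at room temperature | signal = resorufin fluorescence 544/590 nm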
Diaph act CS = counter-screen for diaphorase-based assays: diaphorase activators and chemical reducers; Diaphorase/resazurin coupled assay, resorufin fluorescence, 16 min; active compounds read high; 1 = vehicle wells, 0 = NADH-free wells; activation factor at 20 µM; 190,000 tested, 0.005% active; AID 1229;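 active means diaphorase activity raised at least twofold by the compound at 20 µM; inactive means activation factor below 2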
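Material: Purified diaphorase enzyme from Clostridium kluyveri | Buffer or medium: 50 mM HEPES pH 7.4 with 4.542 mM MgCl2, 0.005% Tween 20 | Times: 16 min enzyme reaction, ambient temperature | Signal: Red resorufin fluorescence at 544/590 nm excitation/emission | Measure: Increased resorufin signal from activators or reducing compounds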
S1P3 antagonist = S1P3 (human) receptor antagonism; Q99500; CHO S1P3 NFAT-BLA reporter, FRET fluorescence, antagonist mode; inhibition, % at 4.98 µM; 170,000 tested, 0.27% active; AID 485;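 active means inhibition above the plate cutoff, the mean inhibition of test wells on that plate plus 3 SD, cut at about 28% in these data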;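 further: cells challenged with S1P at its EC80 of 0.8 µM; blue over green emission ratio from cleaved BLA substrate after 4 h stimulation; 0% = S1P-stimulated wells and 100% = unstimulated DMSO-only wells; some compounds past the cut are filed as inactive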
Target sequence (Q99500 whole entry, looked up): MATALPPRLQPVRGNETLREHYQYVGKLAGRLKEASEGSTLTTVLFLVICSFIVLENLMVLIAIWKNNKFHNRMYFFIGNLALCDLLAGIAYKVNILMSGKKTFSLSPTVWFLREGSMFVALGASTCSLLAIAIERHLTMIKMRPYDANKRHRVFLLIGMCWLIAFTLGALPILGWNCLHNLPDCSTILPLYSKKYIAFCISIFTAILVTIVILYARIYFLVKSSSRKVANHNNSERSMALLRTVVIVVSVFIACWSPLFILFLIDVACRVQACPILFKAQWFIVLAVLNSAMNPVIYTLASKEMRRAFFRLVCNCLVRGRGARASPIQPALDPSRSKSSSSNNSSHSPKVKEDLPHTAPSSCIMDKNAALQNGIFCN
PPARg SRC1 recr = PPARgamma-driven SRC-1 recruitment agonism; P37231; PPARgamma-SRC-1 coactivator recruitment biochemical assay; activation, % at 8 µM; 200,000 tested, 0.41% active; AID 631; in the data active means activation above about 19%;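 further: 0% = DMSO and 100% = reference agonist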
PPARg SRC-3 ag = promotes SRC-3 coactivator recruitment by human PPARgamma | P37231 | biochemical PPARgamma/SRC-3 coactivator recruitment assay | activation, % at 8 µM | 200,000 tested, 0.26% active | AID 731; in the data active means activation above about 23%;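 further: 0% = DMSO and 100% = reference agonist; some compounds past the cut are filed as inactive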
PMI activator = phosphomannose isomerase (human) activation | P34949 | purified human PMI, coupled resazurin fluorescence, 20 min; active compounds read high; 1 = vehicle control, 0 substrate-free wells | activation factor at 20 µM | 190,000 tested, 0.005% active;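 active means activation factor of 2 or more at 20 µM, relative to plate controls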
PPARg SRC2 recr = promotes SRC-2 coactivator recruitment by human PPARgamma. AID 1032. P37231. activation, % at 8 µM. 200,000 tested, 0.34% active. PPARgamma LBD-SRC-2 recruitment, biochemical; in the data active means activation above about 22%;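 further: 0% = vehicle and 100% = reference agonist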
G6PDH counter = inhibits Leuconostoc G6PDH, flagging false hits in G6PDH-based assays | Purified L. mesenteroides G6PDH, diaphorase/resazurin coupled fluorescence, 45 min | inhibition, % at 5 µM | 200,000 tested, 0.12% active; in the data active means inhibition above about 50%
The depositor's hits bear a star; . = no result given.

Each structure is followed by: PPARg SRC-3 ag, ROMK primary, S1P3 antagonist, PMI act satM6P, PMI activator, Diaph inh CS, SRC2 TRFRET art, PPARg SRC2 recr, Diaph act CS, PPARg SRC1 recr, G6PDH counter
c1ccc(-n2cnnc2SCc2cn3cccnc3n2)cc1
→ -2, ., ., 1.1, 1.1, -1, 1585, 2, 1, -3, -1
CC(=O)Nc1ccccc1/C=C/c1ccc2c(C)ccc(O)c2n1
→ 2, -0.028, 10, 1, 0.9, 4, 1549, 3, 1, -2, 19
Cc1cc(C)c(N(C(=O)Cn2nnc3ccccc32)C(C(=O)NC(C)(C)C)c2ccsc2)c(C)c1 (centres undefined)
→ 0, ., ., 0.9, 0.9, 16, 1513, -8, 0.8, 0, -20
O=C(O)c1cc(S(=O)(=O)N2CCCCC2)sc1Cl
→ -3, 0.17, 2, 0.9, 0.9, 9, 1453, 5, 0.9, 6, 4
C#CCNC(=O)C1=C[C@@H](c2ccccc2)C[C@@H](OCc2ccc(CO)cc2)O1
→ -3, ., -2, 0.7, 0.9, 56*, 1405, -10, 0.4, -5, 8
CCc1cc(=O)oc2cc(OCC(=O)N(CC)CC)c(Cl)cc12
→ 8, ., -37, 1, 1, 16, 1583, 3, 0.8, 1, 0
CC(c1ccccc1)N1C(=O)c2ccc(C(=O)NCc3ccco3)cc2C1=O (centres undefined)
→ -4, -0.25, -6, 0.9, 0.9, 8, 1469, 7, 0.9, -4, 5
CC(=O)Nc1ccccc1NC(=O)C/C(C)=N/NC(=O)c1ccccn1
→ -3, 0.1, -5, ., ., ., 1471, 4, ., 2, 15
CCCC(=O)Nc1c(C(=O)OCC)oc2ccccc12
→ 6, -0.2, -19, 1, 1, 4, 1567, -1, 1, 4, 4
CCOC(=O)C1(Cc2cccc(OC)c2)CCN(Cc2cccc(OC)c2OC)CC1
→ -1, -1.8, -8, 1, 0.9, 6, 1549, -5, 0.9, 11, 7
N/N=C(\c1ccccc1)C12CN3CN(CN(C3)C1)C2
→ 0, 0.18, 0, 1.1, 0.9, -2, 1487, 3, 1, -4, 4
Cc1cc2cc(C(c3nnnn3Cc3ccco3)N3CCc4ccccc4C3)c(=O)[nH]c2cc1C (centres undefined)
→ -4, -0.59, -5, 1.1, 0.8, 59*, 1475, -2, 0.4, -2, 11
COc1cc2c(cc1OC)CN(S(=O)(=O)c1cccs1)CC2
→ -1, -0.16, -7, 0.9, 0.9, 20, 1458, 7, 0.8, -2, 1
O=c1[nH][nH]c(C(F)(F)F)c1C=Nc1ccccc1Cl
→ 2, ., ., 1.1, 1.1, 6, 1682, 7, 0.9, 2, 8
O=S(=O)(Nc1ccc(Cc2ccncc2)cc1)c1ccc(Br)cc1
→ -10, ., ., 1, 1, 11, 1455, -2, 0.9, 4, 3

(cont.)
Each structure is followed by: PPARg SRC-3 ag, ROMK primary, S1P3 antagonist, PMI act satM6P, PMI activator, Diaph inh CS, SRC2 TRFRET art, PPARg SRC2 recr, Diaph act CS, PPARg SRC1 recr, G6PDH counter
Cc1cc(=O)n2c3ccccc3n(CC(O)CN3CCOCC3)c2c1C#N (centres undefined)
→ -2, 0.92, 8, 1, 1, 5, 1508, -5, 0.9, -1, 5
Cc1[nH]c2ccccc2c1/C=N/NC(=O)Cc1cccs1
→ 2, -1.3, 13, 1, 1, 15, 1664, 13, 0.9, 5, -3
FC(F)(F)c1nc2ccccc2c2nc3ccccc3n12
→ 1, -0.61, -5, 1, 1.1, 3, 1722, -1, 1, 4, -9
Oc1c(C(c2ccc(F)cc2)N2CCc3ccccc3C2)sc2ncnn12 (centres undefined)
→ 6, ., -2, 1.6, 0.8, 3, 1638, 5, 1, 2, 11
CCOc1ccc(CCNC(=O)C2CCN(S(=O)(=O)CC)CC2)cc1OCC
→ 1, ., -5, 1.1, 1, 6, 1487, 0, 0.9, 2, 3
CC1Cc2ccccc2N1C(=O)CSc1nn2c(=O)c(C(C)(C)C)nnc2s1 (centres undefined)
→ 5, 1.7, -20, 1, 1.1, 11, 1538, 5, 0.9, 5, -1
Cc1ccc(C(=O)NN2C(=O)/C(=C/c3cccn3C)SC2=S)cc1
→ 2, 0.59, 2, 0.9, 0.8, 19, 1449, 4, 0.8, -1, 4
C/C(=N\NC(=O)c1c[nH]c2ccccc12)c1ccc2c(c1)OCO2
→ 6, 0.15, -4, 1.1, 1, 5, 1742, -2, 0.9, 2, -7
NC1=NC(=O)C(CC(=O)NCc2ccccc2)S1 (centres undefined)
→ -1, 0.17, -15, 1.1, 1.3, -10, 1474, 2, 1.1, 0, 7
Cc1ccc(S(=O)(=O)NNC(=S)NC(=O)c2ccc([N+](=O)[O-])cc2)cc1
→ -1, -0.089, 2, 0.9, 0.7, 27, 1550, -3, 0.7, -1, -14
O=C(CSc1nnc(CN2CCCCCC2=O)n1-c1ccccn1)NCC(F)(F)F
→ 3, ., -1, 1, 1.1, -3, 1530, 0, 1, 4, 4
Cc1cc(-c2nnc3sc(C4CCCCC4)nn23)n[nH]1
→ 6, ., -33, 1, 1, 7, 1648, 8, 0.9, 7, -7
CC(=O)Nc1ccc(N(C(=O)Cc2c[nH]c3ccccc23)C(C(=O)NC2CCCCC2)c2ccco2)cc1 (centres undefined)
→ -3, -1.1, 0, 1, 0.9, 12, 1378, -14, 0.9, -5, 7
O=S1(=O)CCC(N=Cc2cc(Br)ccc2O)C1 (centres undefined)
→ -14, 1.6, -29, 0.9, 0.8, 16, 1566, 1, 0.8, -6, -4
CN(C)c1ccc(NC(=O)CCn2c(=S)oc3ccccc32)cc1
→ 7, -0.58, 4, 0.9, 1, 7, 1714, 5, 0.9, 12, -3

In the list so far, three have a CF3 group.
Each structure is followed by: PPARg SRC-3 ag, ROMK primary, S1P3 antagonist, PMI act satM6P, PMI activator, Diaph inh CS, SRC2 TRFRET art, PPARg SRC2 recr, Diaph act CS, PPARg SRC1 recr, G6PDH counter
O=c1[nH][nH]c(C(F)(F)F)c1C=Nc1ccccc1Cl
→ 2, ., ., 1.1, 1.1, 6, 1682, 7, 0.9, 2, 8
FC(F)(F)c1nc2ccccc2c2nc3ccccc3n12
→ 1, -0.61, -5, 1, 1.1, 3, 1722, -1, 1, 4, -9
O=C(CSc1nnc(CN2CCCCCC2=O)n1-c1ccccn1)NCC(F)(F)F
→ 3, ., -1, 1, 1.1, -3, 1530, 0, 1, 4, 4

Other entries follow:
Each structure is followed by: PPARg SRC-3 ag, ROMK primary, S1P3 antagonist, PMI act satM6P, PMI activator, Diaph inh CS, SRC2 TRFRET art, PPARg SRC2 recr, Diaph act CS, PPARg SRC1 recr, G6PDH counter
CC(=O)O[C@H]1CC[C@H]2[C@@H]3CCc4cc(O)ccc4[C@H]3CC[C@]12C
→ -2, ., 1, 0.8, 1, 21, 1448, 1, 0.8, -1, 17
CN1CCN(NC(=S)Nc2ccc(Oc3ccccc3)cc2)CC1
→ 3, 0.056, 1, 0.9, 1, 4, 1493, 8, 1, -3, 3
COCCSc1ccccc1C(=O)Nc1cc(C)on1
→ -7, 0.37, -28, 1.1, 1, -3, 1739, 7, 1, 3, -5
CCCn1nc(NC(=O)c2ccccn2)c2cc3cc(C)ccc3nc21
→ 3, ., ., 1, 1.1, -11, 1483, 9, 1.1, 9, 3
O=C(/C=C/c1ccco1)NCC(=O)N/N=C/c1ccc(Cl)cc1
→ -1, 0.1, 0, 1.1, 0.8, -5, 1384, -1, 1.1, -1, 3
CCOC(=O)c1nn(-c2ccccc2F)c2nc(Nc3ccccc3)cc(=O)n12
→ 4, -0.35, -1, 1, 1, -3, 1593, -3, 1, 3, -4
CCc1ccccc1NC(=S)/N=C(\N)Nc1nc(C)c2cc(C)ccc2n1
→ 0, ., -16, 1, 1, -9, 1597, 4, 1.1, 2, -20
CCOC(=O)c1c(C)[nH]c(NC(=O)Nc2c(C)n(C)n(-c3ccccc3)c2=O)c1C
→ -1, ., -14, 0.8, 0.8, 18, 1534, 5, 0.8, 3, -6
N#C/C(=C\c1ccncc1)c1nc2ccccc2[nH]1
→ 1, -5.2*, -11, 0.9, 1.1, 11, 1425, -3, 0.9, 1, 7
CCOc1ccccc1NC(=O)C1CCCN(C(=O)Nc2ccccc2)C1 (centres undefined)
→ 1, ., ., 1.1, 1, 6, 1417, -6, 0.9, -1, 4
COCCN1C(=S)NC(c2cccc(C(F)(F)F)c2)C(C(=O)N2CCOCC2)=C1C (centres undefined)
→ 1, 0.47, -9, 1, 1, 11, 1379, -2, 0.9, 2, 7
Cc1ccc(N2CC(C(=O)OCC(=O)C(C)(C)C)CC2=O)cc1 (centres undefined)
→ -6, -0.049, ., 1, 1.1, 6, 1478, 4, 0.9, -2, 4
Cc1cccc(NC(=O)C2CCCN2C(=O)NC2CCCCC2)c1 (centres undefined)
→ 6, 0.094, 8, 0.9, 0.9, 2, 1608, 0, 1, -4, 22
Cc1sc2ncnc(N[C@@H](CCC(=O)O)C(=O)O)c2c1C
→ -2, ., 7, 1.1, 1.1, 6, 1725, 6, 0.9, 9, 1
Cc1nnc(NC(=O)CSc2nnc(Cc3cccn3C)n2-c2ccccc2)s1
→ 9, ., -19, 1.1, 1, -2, 1664, 7, 1, 0, -6
Cc1ccc(NC(=O)CSc2nnc(-c3ccco3)o2)c(C)c1
→ 0, -1.4, -23, 1, 1, 0, 1488, 0, 1, -5, 10
CCOC(=O)c1c(NC(=O)c2cc(-c3cccc(O)c3)on2)sc(C(C)=O)c1C
→ -3, -1.2, 1, 1, 1, 19, 1627, -6, 0.8, 1, -7

Part of the list above, showing only PMI act satM6P:
mol	PMI act satM6P
CCOC(=O)c1nn(-c2ccccc2F)c2nc(Nc3ccccc3)cc(=O)n12	1
Cc1cccc(NC(=O)C2CCCN2C(=O)NC2CCCCC2)c1 (centres undefined)	0.9
